MT1-MMP act inh – blocks activation of human MT1-MMP; P50281; HT1080 RFP-PRO-GFP cells, GFP/RFP ratio fluorescence, overnight; percent of plate control window, DMSO zero; GFP/RFP ratio change, % at 20 µM; hit rate 0.061% among 360,000;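 active = GFP/RFP ratio change of at least 30% with cell ATP level not reduced by more than half and red fluorescence within 50% of control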; note: strong numbers were not always called active
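Assay system: HT1080 cells carrying an RFP-PRO-GFP reporter | Dosing: Single dose of 20 µM compound, 1% DMSO final | Incubation: Cells overnight before dosing, compound overnight, 37 °C, 5% CO2 | Evaluation: GFP/RFP fluorescence ratio | Control set: DMSO and RFP-L50D-GFP cell wells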
Rin1-Abl PPI inh – human Rin1-Abl interaction inhibition; TR-FRET Rin1/Abl binding, biochemical; hit rate 0.4% among 360,000; P00519+Q13671; inhibition, % at 7.35 µM; in the data active = inhibition above about 5%, passing the limit was not always enough
Target sequence (P00519 whole entry, looked up): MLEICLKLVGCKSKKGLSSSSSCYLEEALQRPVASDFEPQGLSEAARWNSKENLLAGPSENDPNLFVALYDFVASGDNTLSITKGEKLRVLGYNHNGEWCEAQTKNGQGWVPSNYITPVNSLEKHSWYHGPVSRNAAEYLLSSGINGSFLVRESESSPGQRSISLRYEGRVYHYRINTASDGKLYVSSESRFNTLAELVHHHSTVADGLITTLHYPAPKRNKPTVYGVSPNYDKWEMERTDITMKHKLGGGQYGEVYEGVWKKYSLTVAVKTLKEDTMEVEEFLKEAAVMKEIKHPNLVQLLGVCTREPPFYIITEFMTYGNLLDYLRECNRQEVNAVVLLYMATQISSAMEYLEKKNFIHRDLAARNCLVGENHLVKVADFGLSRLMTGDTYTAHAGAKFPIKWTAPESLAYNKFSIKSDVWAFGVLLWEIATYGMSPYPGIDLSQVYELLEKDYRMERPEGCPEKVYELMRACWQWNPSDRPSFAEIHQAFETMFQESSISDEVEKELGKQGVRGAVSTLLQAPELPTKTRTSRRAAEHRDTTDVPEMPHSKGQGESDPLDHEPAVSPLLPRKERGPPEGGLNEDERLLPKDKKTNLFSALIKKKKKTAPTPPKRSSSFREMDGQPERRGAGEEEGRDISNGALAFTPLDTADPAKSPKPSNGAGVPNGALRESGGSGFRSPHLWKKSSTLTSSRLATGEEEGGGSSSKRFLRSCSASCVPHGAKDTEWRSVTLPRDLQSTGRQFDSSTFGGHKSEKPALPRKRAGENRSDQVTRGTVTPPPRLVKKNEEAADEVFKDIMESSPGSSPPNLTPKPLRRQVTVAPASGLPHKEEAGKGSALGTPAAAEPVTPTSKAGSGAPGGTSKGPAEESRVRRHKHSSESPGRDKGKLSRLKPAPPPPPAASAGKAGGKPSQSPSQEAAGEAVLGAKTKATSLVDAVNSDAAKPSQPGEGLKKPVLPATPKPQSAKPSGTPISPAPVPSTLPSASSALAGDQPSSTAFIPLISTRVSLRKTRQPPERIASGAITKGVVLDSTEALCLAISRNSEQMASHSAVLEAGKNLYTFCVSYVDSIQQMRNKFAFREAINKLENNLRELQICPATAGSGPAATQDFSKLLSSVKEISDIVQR
Target sequence (Q13671 whole entry, looked up): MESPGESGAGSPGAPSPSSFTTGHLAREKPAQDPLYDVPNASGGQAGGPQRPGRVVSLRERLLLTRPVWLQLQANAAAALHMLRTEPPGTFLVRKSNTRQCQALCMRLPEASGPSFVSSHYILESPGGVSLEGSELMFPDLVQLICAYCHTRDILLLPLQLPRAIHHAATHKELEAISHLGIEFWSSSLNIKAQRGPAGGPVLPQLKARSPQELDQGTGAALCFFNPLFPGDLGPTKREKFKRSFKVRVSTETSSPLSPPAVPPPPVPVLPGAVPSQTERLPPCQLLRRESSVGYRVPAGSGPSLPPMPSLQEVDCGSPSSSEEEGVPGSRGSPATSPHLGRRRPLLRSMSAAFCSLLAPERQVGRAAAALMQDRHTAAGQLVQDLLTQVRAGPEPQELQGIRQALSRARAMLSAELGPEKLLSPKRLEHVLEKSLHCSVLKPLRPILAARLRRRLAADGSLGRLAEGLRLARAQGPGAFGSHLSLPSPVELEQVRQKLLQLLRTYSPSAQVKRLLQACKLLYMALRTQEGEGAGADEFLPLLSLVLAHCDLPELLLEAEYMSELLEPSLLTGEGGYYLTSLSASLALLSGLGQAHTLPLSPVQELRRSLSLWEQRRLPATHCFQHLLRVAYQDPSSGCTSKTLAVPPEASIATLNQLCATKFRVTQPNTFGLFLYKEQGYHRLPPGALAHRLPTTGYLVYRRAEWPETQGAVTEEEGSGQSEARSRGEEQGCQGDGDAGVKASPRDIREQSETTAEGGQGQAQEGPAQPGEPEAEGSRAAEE
bovine MsrA act – bovine methionine sulfoxide reductase A activation; purified bovine MsrA, absorbance read-out; activation, % at 10.6 µM; hit rate 0.3% among 360,000; in the data active = activation above about 7.5%;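 note: 0% = vehicle and 100% = reference activator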
Neddyl block – blocks human cullin neddylation; calls only at 25 µM; hit rate 0.58% among 360,000; TR-FRET cullin neddylation, biochemical; P61081+Q13564; in the data active = inhibition above about 36%
FAS-TE inh – FAS thioesterase (human) inhibition; P49327; recombinant FAS-TE, OMFH fluorogenic substrate, fluorescence endpoint; inhibition, % at 15 µM; hit rate 0.67% among 360,000;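 active = compounds whose normalised, plate-corrected inhibition of enzyme fluorescence in the single-dose primary screen is 50% or more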;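 note: 0% = DMSO with enzyme and 100% = substrate without enzyme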
SKN-1 inh – inhibitors of C. elegans SKN-1 | inhibition, % at 21.8 µM | hit rate 0.49% among 360,000 | C. elegans VP596 Pgst-4::GFP/RFP ratio, acrylamide-induced, 24 h;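 active = interference check ratio from 0.5 to 1.5 plus GFP to RFP signal ratio inhibition reaching or exceeding a fixed threshold, cut at about 30% in these data, passing the limit was not always enough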; note: some compounds called inactive have numbers as strong as hits
NRP1-CendR mod – modulators of CendR peptide binding to human neuropilin-1; O14786; FAM-RPARPAR peptide binding to NRP-1, fluorescence polarization; inhibition, % at 25 µM; hit rate 0.85% among 360,000; AID 602438;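 active = inhibition or corrected inhibition above about 18%, plus a signal ratio from 0.5 to 1.5, limit read from the data, passing the limit was not always enough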; note: strong numbers were not always called active
MsrA inhibitor – inhibitors of bovine MsrA; AID 651718; purified bovine MsrA, absorbance read-out; hit rate 0.75% among 360,000; inhibition, % at 15.5 µM; in the data active = inhibition above about 4.5%;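 note: 0% = vehicle wells with enzyme and 100% = reference inhibitor wells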
eLon inh – inhibitors of E. coli Lon protease; P0A9M0; purified E. coli Lon protease, fluorescence polarization; inhibition, % at 7.94 µM; hit rate 0.42% among 360,000; in the data active = inhibition above about 13%, passing the limit was not always enough;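 note: 0% = enzyme with probe and DMSO and 100% = no enzyme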
* = called active by the depositor; i = inactive; nt = not tested or not shown.

SMILES | MT1-MMP act inh | Rin1-Abl PPI inh | bovine MsrA act | Neddyl block | FAS-TE inh | SKN-1 inh | NRP1-CendR mod | MsrA inhibitor | eLon inh
Cc1ccc2cc(C#N)c(N3CCN(C)CC3)nc2c1 | -3 | -2 | -6 | i | -6 | 4 | 7 | 0.2 | 6
CCCCCNC(=O)C(C)NS(=O)(=O)c1ccc(OC)cc1 (configuration not stated) | -6 | -3 | 1 | i | -6 | 6 | -6 | -0.4 | 9
CCN(CC(=O)Nc1ccc2c(c1)OCCO2)C(=O)c1cc(S(=O)(=O)N2CCOCC2)ccc1F | -7 | 2 | -4 | i | -1 | -22 | 1 | -0.2 | 5
COc1ccccc1C(CNC(=O)CNC(=O)c1cccc(Cl)c1)N1CCCC1 (configuration not stated) | -7 | 3 | 0 | i | -5 | 18 | -9 | 1.7 | -10
COc1cccc(C2C(C#N)=C(N)N(N(C)C)C3=C2C(=O)CCC3)c1OC (configuration not stated) | -6 | 2 | -2 | i | -3 | 14 | -7 | 1.9 | 9
COCCCC1CCN(C(=O)C2CCC(=O)N(CC3CCCCC3)C2)CC1 (configuration not stated) | 3 | 3 | -2 | i | 0 | 2 | -4 | 0.2 | -9
O=S(=O)(c1cccc2nonc12)N1CCN(c2cccc(Cl)c2)CC1 | -4 | 2 | -3 | i | 29 | 19 | -1 | 0.6 | 2
COc1ccc(/C=C\C(=O)Oc2cccc(/C=N/NC(=O)Cc3ccc(OC)c(OC)c3)c2)cc1 | 3 | -4 | -4 | i | 16 | 8 | -83 | -0.1 | -5
COc1ccc(-c2noc(CSc3ccccc3)n2)cc1OC | 3 | 4 | -3 | i | 22 | 11 | 6 | 0.9 | 3
COc1cccc(CC(=O)OC(C)C(=O)Nc2ccc(Cl)cn2)c1 (configuration not stated) | -2 | 1 | -7 | i | 0 | -5 | 6 | -0.4 | 14
CCOC(=O)C1=C(C)N(CC(C)C)C(=O)/C1=C\c1ccc(OCC(=O)Nc2ccccc2)cc1 | -5 | 3 | 4 | i | 1 | -1 | -7 | 1.2 | -7
COc1ccccc1N1CCN(C2CCCN(C(=O)CCn3cncn3)C2)CC1 (configuration not stated) | -1 | 4 | -12 | i | -6 | -10 | -11 | -0.2 | -2
COc1ccc(C(=O)Nc2cccc(/C=C(/CCC(=O)O)c3nc4ccccc4s3)c2)cc1 | 9 | 0 | -9 | i | -4 | 0 | -44 | 2.9 | -11
N#Cc1ccccc1OCC(=O)NCc1ccccc1CN1CCCC1 | -1 | 4 | -10 | i | -7 | -7 | 8 | -0.1 | -6
CCN(CC)c1nc(SCC(=O)O)nc(N(CC)CC)n1 | -2 | -1 | 2 | i | -5 | 9 | 0 | 1.9 | -3
CCCCN(C(=O)CSc1nncn1-c1ccccc1)c1c(N)n(Cc2ccccc2)c(=O)[nH]c1=O | 0 | -1 | -1 | i | -5 | -14 | 1 | -1.9 | -6
CN(C/C=C/c1ccccc1)Cc1cccc2ccccc12 | 4 | 2 | -3 | i | 26 | 2 | -1 | -0.8 | 2
Cc1ccc(C)c(SCC(=O)N(C)CC(=O)Nc2ccc(N3CCOCC3)cc2)c1 | 2 | 1 | -3 | i | -1 | 11 | -16 | 0.5 | -14
CCOC(=O)C1CCCN(C(=O)c2cn(C)c3ccc(S(=O)(=O)N(C)C)cc3c2=O)C1 (configuration not stated) | 3 | 0 | -13 | i | 6 | 1 | -17 | 0.9 | 3
O=[N+]([O-])c1ccc(-c2cn(-c3ccc(Cl)cc3)c(=S)[nH]2)cc1 | 15 | -3 | -2 | i | -12 | 7 | -38 | 0.8 | -4
CCC1=NN(C(=O)Cc2ccc([N+](=O)[O-])cc2)C(O)(c2ccncc2)C1 (configuration not stated) | -1 | -2 | -4 | i | -1 | 7 | 9 | -0.3 | 9
Cc1cccc(NC(=O)C2CCCN(S(=O)(=O)c3cccc4nonc34)C2)c1 (configuration not stated) | -1 | 5 | -4 | i | -4 | 6 | -16 | 0.3 | -16
O=[N+]([O-])c1ccc(OCC(O)CNC2CCCC2)cc1 (configuration not stated) | 1 | -2 | -3 | i | 1 | -1 | -14 | 1.4 | 4
O=C(CCc1ccncc1)N1CCCC(Nc2ccc(F)c(F)c2)C1 (configuration not stated) | -5 | 0 | -1 | i | -5 | 2 | 2 | -0.9 | 1
Cc1cccc(N(C(=O)CCC(=O)Nc2nccs2)C(C(=O)NC(C)(C)C)c2ccc(O)cc2)c1 (configuration not stated) | -9 | 0 | -2 | i | -1 | 8 | 2 | 1.2 | 0

Four structures from above, ordered by SMILES length, smallest number first:
SMILES | MT1-MMP act inh | Rin1-Abl PPI inh | bovine MsrA act | Neddyl block | FAS-TE inh | SKN-1 inh | NRP1-CendR mod | MsrA inhibitor | eLon inh
CCN(CC)c1nc(SCC(=O)O)nc(N(CC)CC)n1 | -2 | -1 | 2 | i | -5 | 9 | 0 | 1.9 | -3
COc1ccccc1N1CCN(C2CCCN(C(=O)CCn3cncn3)C2)CC1 (configuration not stated) | -1 | 4 | -12 | i | -6 | -10 | -11 | -0.2 | -2
O=[N+]([O-])c1ccc(-c2cn(-c3ccc(Cl)cc3)c(=S)[nH]2)cc1 | 15 | -3 | -2 | i | -12 | 7 | -38 | 0.8 | -4
COc1ccc(C(=O)Nc2cccc(/C=C(/CCC(=O)O)c3nc4ccccc4s3)c2)cc1 | 9 | 0 | -9 | i | -4 | 0 | -44 | 2.9 | -11

(listing goes on)
SMILES | MT1-MMP act inh | Rin1-Abl PPI inh | bovine MsrA act | Neddyl block | FAS-TE inh | SKN-1 inh | NRP1-CendR mod | MsrA inhibitor | eLon inh
COc1ccc(-c2cnn3c(N)c(S(=O)(=O)c4ccccc4)cnc23)cc1 | 8 | 1 | -1 | i | 44 | -5 | 4 | 0.4 | -4
CCn1cc(/C=C(\NC(=O)c2ccccc2OC)C(=O)NCCCN2CCOCC2)c2ccccc21 | -2 | -3 | -4 | i | -1 | 14 | 8 | 2.1 | -2
CN(Cc1nc(-c2ccncc2)no1)S(=O)(=O)c1ccccc1 | 1 | 2 | -9 | i | -8 | -24 | -10 | 2.2 | -6
c1n[nH]c(SCCCCSc2ncn[nH]2)n1 | 1 | 3 | 0 | i | -2 | -8 | -7 | -0.5 | -3
CC(C(=O)N1CCOCC1)N1C(=O)c2cccc3cccc(c23)C1=O (configuration not stated) | -1 | -4 | -4 | i | -7 | 11 | 8 | 1.3 | 0
Cc1cc(C(=O)Nc2ccccc2Cl)c2ccccc2n1 | 0 | 1 | -1 | i | -4 | 16 | 4 | 0.3 | -12
CCn1cc(CN2CCN(CC(C)(C)C)C(CCO)C2)c2ccccc21 (configuration not stated) | 0 | 0 | -2 | i | -3 | 7 | 4 | -0.9 | -7
CCCCOC(=O)Nc1nnc(COc2ccccc2)s1 | -3 | 1 | -8 | i | -8 | 4 | -6 | 0.5 | -10
COC1=CC(=O)[C@@]2([C@@H]1O)[C@@H](Cl)C[C@]13C(OC)=C(OC)C(=O)C[C@]21CCN3C | -1 | 3 | -2 | i | -10 | 10 | 5 | -0.6 | -16
CCOC(=O)c1c(-c2ccc(OC)cc2)csc1NC(=O)C1CCCO1 (configuration not stated) | 1 | -3 | -3 | i | 12 | -4 | -2 | 0.1 | -2
CCc1noc(C)c1C(=O)OCC(=O)NC(=O)c1ccccc1 | -1 | -4 | -2 | i | -2 | 12 | 8 | -1.1 | -5
CC1(C)CCN2CCC(C)(C)c3c(O)ccc1c32 | -108 | 7.6* | -3 | i | -7 | 19 | -102 | -0.1 | -145
CC(C)(CNC(=O)c1cc(=O)[nH]c2ccccc12)N1CCOCC1 | 2 | -1 | -5 | i | -4 | -5 | 9 | -0.6 | -7
COCCNC(=O)c1ccc(C(=O)NCCOC)s1 | 14 | -3 | -3 | i | -7 | 10 | 0 | -0.6 | -9
Cc1c2cnn(CC(=O)NCCN3CCOCC3)c(=O)c2c(C)n1Cc1ccccc1 | 1 | 6 | -1 | i | -5 | 6 | -2 | -0.4 | -2
COCCn1c(C)cc(C(=O)COC(=O)c2ccc3c(c2)NC(=O)CS3)c1C | 2 | -2 | -3 | i | -2 | 1 | -2 | -0.2 | 7
Cc1ccc(Sc2ccc(/C=C3/C(=O)NN(c4ccccc4)C3=O)o2)cc1 | -11 | 0 | -1 | i | -5 | -1 | -2 | 1.4 | -1
CN(C)C(=O)N1CCCC(C(=O)NCc2ccc(F)cc2Cl)C1 (configuration not stated) | 3 | -1 | 0 | i | -8 | 4 | 14 | -0.3 | -6
CCN1CCN(C(=O)c2cc(-c3ccc(Cl)s3)nc3ccccc23)CC1 | -2 | -2 | -4 | nt | 5 | 14 | -4 | 2.0 | -6
C[C@H](NC(=O)c1nc[nH]c1C(=O)N[C@H](C)c1ccccc1)C(=O)OC(C)(C)C | 3 | 1 | 1 | i | 0 | 10 | 5 | -1.7 | 3
CC(=O)Nc1cccc(NC(=S)Nc2cccc(Cl)c2C)c1 | 5 | 1 | -7 | i | -11 | -11 | -4 | -1.5 | 0
COc1ccccc1NC(=O)c1ccc(NC(=O)COC(=O)CCC2CCCC2)cc1 | 6 | 1 | 3 | i | 34 | -1 | 7 | 1.1 | 5
COc1ccc(/C=C(\C#N)C(=O)OCC(=O)NCc2ccco2)cc1 | 3 | 6 | -11 | i | -4 | -17 | -9 | 2.7 | 1
CC1CCCN(C(=S)Nc2ccc3nc4n(c(=O)c3c2)CCCCC4)C1 (configuration not stated) | 0 | 3 | 2 | i | -4 | 9 | -4 | 0.5 | -3
Cc1ccnn1CCC(=O)N1CCCC(N2CCN(c3cccc(Cl)c3)CC2)C1 (configuration not stated) | 1 | 1 | -2 | i | -3 | 11 | 5 | 1.8 | -3
SMILES | MT1-MMP act inh | Rin1-Abl PPI inh | bovine MsrA act | Neddyl block | FAS-TE inh | SKN-1 inh | NRP1-CendR mod | MsrA inhibitor | eLon inh
Cc1ccc(NC(=S)NNC(=S)NNc2ccccc2)cc1C | 11 | -4 | 2 | i | 2 | 13 | -1 | 0.4 | 1
COc1cccc(CC2(CO)CCCN(Cc3cnn(-c4ccccc4)c3)C2)c1 (configuration not stated) | 4 | 3 | -3 | i | -2 | -4 | 9 | 0.2 | -2
CCc1nnc(NC(=O)C2CC(=O)N(Cc3ccccc3)C2)s1 (configuration not stated) | 0 | 0 | -4 | i | 1 | 3 | -2 | 0.2 | 8
CNC(=O)CSc1nnc(-c2ccco2)n1-c1cccc(C)c1C | 4 | 1 | 0 | i | -4 | -5 | 8 | -1.0 | -3
O=C(O)C1CCCN1S(=O)(=O)c1ccc(Cl)cc1 (configuration not stated) | 4 | 4 | -12 | i | -3 | -27 | 1 | -0.8 | -4
COc1nccnc1NS(=O)(=O)c1ccc(N)cc1 | -1 | -1 | -2 | i | -5 | -4 | 0 | 1.4 | -2
Cc1ccc2ncc([N+](=O)[O-])n2c1 | -2 | -1 | 0 | i | 0 | 25 | -4 | 0.4 | -2
NC(=O)CN1C(=O)C2C3C=CC(C3)C2C1=O (configuration not stated) | -3 | -1 | -3 | i | -9 | -1 | 7 | -0.7 | -5
CCCN1/C(=C2/SC(=S)N(CC)C2=O)C=Cc2ccccc21 | 40* | -3 | -1 | i | 20 | 35 | 3 | -0.9 | -8
O=C(CSc1ccc(-c2ccccn2)nn1)N1CCCCC1 | 1 | 0 | -1 | i | -4 | -1 | -24 | -0.1 | 0
O=C(Oc1cccnc1)c1ccc(Cl)c(Cl)c1 | 0 | 4 | 1 | i | 10 | -12 | 6 | -1.5 | 1
O=C1OCc2ccc(NC(=O)c3ccccc3C(=O)O)cc21 | 0 | 1 | -6 | i | -6 | -4 | 4 | 0.7 | 5
O=C(N/N=C/c1ccc(Br)o1)c1cncc(Br)c1 | -1 | -1 | -11 | i | -15 | 3 | 3 | 4.6* | 3
CCn1c(CNC(=O)c2cccs2)n[nH]c1=S | -1 | 1 | 3 | i | -14 | 2 | 0 | 1.6 | 6
COc1ccc(CN(C(=O)c2ccco2)c2ccc(Br)cc2)cc1OC | 5 | 3 | 4 | i | 9 | -11 | -3 | 1.2 | -4

Compound activity as filed in PubChem BioAssay.
